# From PubChem BioAssay
# Yp Topo-I inh: inhibitors of Yersinia pestis topoisomerase I; 360,000 compounds, 0.064% hits; Y. pestis Topo-I cleavage product accumulation, plate reader; activity, % at 10 µM; in the data active means activity above about 50%, passing the limit was not always enough; further: inactives centre near 2
# TcdB inh: blocks C. difficile toxin B glycohydrolase activity; TcdB glycohydrolase enzymatic assay, plate reader; P18177; 350,000 compounds, 0.24% hits; inhibition, % at 9.99 µM; AID 652162; in the data active means inhibition above about 10%
# Rv3671c protease: Rv3671c (M. tuberculosis) protease inhibition; inhibition, % at 5.96 µM; 320,000 compounds, 0.048% hits; in the data active means inhibition above about 38%;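 further: extracellular domain of Rv3671c used as enzyme; 0% = enzyme with DMSO and 100% = no enzyme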
# Target sequence (P9WHR9 whole entry, looked up, the tested form may be a part): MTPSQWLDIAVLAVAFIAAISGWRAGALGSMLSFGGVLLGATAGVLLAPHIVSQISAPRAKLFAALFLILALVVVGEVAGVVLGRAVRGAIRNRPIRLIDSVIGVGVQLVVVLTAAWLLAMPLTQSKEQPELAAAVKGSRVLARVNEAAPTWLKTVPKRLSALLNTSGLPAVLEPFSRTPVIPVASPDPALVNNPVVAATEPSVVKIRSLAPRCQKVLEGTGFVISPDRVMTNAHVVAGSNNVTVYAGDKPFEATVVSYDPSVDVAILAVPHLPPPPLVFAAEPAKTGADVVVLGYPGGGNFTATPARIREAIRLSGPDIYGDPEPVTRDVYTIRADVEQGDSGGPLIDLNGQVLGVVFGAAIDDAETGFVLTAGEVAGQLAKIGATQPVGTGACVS
# MazF activator: MazEF (E. coli) toxin RNase activation. P0AE70. FAM/BHQ RNA-DNA oligo cleavage fluorescence, 5 h. activation, % at 20 µM. 350,000 compounds, 0.32% hits; in the data active means activation above about 50%
# Target sequence (P0AE70 whole entry, looked up): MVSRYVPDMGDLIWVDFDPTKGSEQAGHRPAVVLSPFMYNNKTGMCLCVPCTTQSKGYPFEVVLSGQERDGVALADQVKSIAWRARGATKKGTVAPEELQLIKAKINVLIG
# DUSP3 inh: inhibitors of human VHR1 phosphatase (DUSP3) | recombinant VHR phosphatase, pNPP absorbance | inhibition, % at 13.3 µM | P51452 | 290,000 compounds, 0.52% hits; in the data active means inhibition above about 50%; further: some compounds called inactive have numbers as strong as hits
# Target sequence (P51452 whole entry, looked up): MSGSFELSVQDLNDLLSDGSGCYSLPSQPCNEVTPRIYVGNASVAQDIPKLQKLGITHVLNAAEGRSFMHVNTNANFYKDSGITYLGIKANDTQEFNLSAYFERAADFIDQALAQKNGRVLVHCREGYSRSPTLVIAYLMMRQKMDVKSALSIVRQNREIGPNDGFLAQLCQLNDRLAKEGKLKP
# PrPC surface inh: inhibitors of human cell surface prion protein PrPC. P04156. TR-FRET read-out. inhibition, % at 13.8 µM. 370,000 compounds, 0.43% hits; in the data active means inhibition above about 24%; further: 0% = median of the test wells and 100% = reference compound wells
# SARS 3CLpro inh: SARS-CoV 3CLpro protease inhibition; P0C6X7; recombinant SARS-CoV 3CLpro, quenched FRET peptide cleavage; inhibition, % at 6 µM; 290,000 compounds, 0.14% hits; AID 1706; in the data active means inhibition above about 12%
# CCHFV vOTU inh: CCHFV vOTU protease inhibition; Pep-AMC fluorescence; inhibition, % at 11.5 µM; 370,000 compounds, 0.55% hits; in the data active means inhibition above about 30%; further: 0% = vehicle wells with enzyme and 100% = no enzyme wells
# Vc quorum ag: inducers of Vibrio cholerae quorum light production without autoinducers; V. cholerae BH1578 lux reporter, luminescence, 6 h; activation, % at 18.7 µM; AID 588436; 350,000 compounds, 0.16% hits; in the data active means activation mostly above about 9.7%, no sharp cut-off; further: not every result past the cut was called active; inactives centre near 0; reference of the scale not given here
# SSB-PriA inh: blocks PriA binding to SSB C-terminal tail. AlphaScreen SSBct-PriA binding, biotinylated peptide. inhibition, % at 33 µM. 430,000 compounds, 0.6% hits. AID 1272365; in the data active means inhibition mostly above about 37%, no sharp cut-off; inactive means mostly below about 20%;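 further: plate controls were negative control peptide for no effect and reference peptide for full effect; strong numbers were not always called active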
# Active calls of the source: *; i = inactive; / = not tested or not shown; & = joins results of further samples.
SMILES,Yp Topo-I inh,TcdB inh,Rv3671c protease,MazF activator,DUSP3 inh,PrPC surface inh,SARS 3CLpro inh,CCHFV vOTU inh,Vc quorum ag,SSB-PriA inh
O=C(c1ccc(Cl)cc1)[C@@H]1[C@@H]2C(=O)N(c3ccccc3)C(=O)[C@@H]2C2c3ccccc3C=NN21 (stereo partly specified),-5.0,/,-7.5,-9.0,2.3,-4.3,8.5,-11.0,0.4,-1.9
Cc1csc(CN(C)C(=O)CC2C(=O)NCCN2Cc2ccc(F)cc2Cl)n1 (stereo unspecified),3.7,1.3,-2.9,-0.7,18.2,2.9,0.5,-13.2,-0.7,-0.5
O=C(c1ccc(OC2CCN(C/C=C/c3ccccc3)CC2)cc1)N1CCCC1,19.6,0.8,-1.8,0.4,12.5,-8.3,-2.1,19.4,-1.1,-4.6
Nc1nc(N)c2cnnn2n1,3.4,1.9,/,3.7,/,0.4,/,3.6,10.6,-13.9
CC(C)C(NC(=O)c1ccc(C(C)(C)C)cc1)C(=O)NCCc1ccccn1 (stereo unspecified),9.1,1.0,-0.7,5.1,13.1,-0.5,3.9,1.1,0.7,-7.8
CC(C)C(=O)Nc1ccc(-c2csc(-c3ccccc3)n2)cc1,0.3,/,-10.7,-6.6,13.2,-4.6,2.4,-13.7,i,-10.2
CC(=O)c1cccc(CN2CCN(Cc3ccccc3)C(CCO)C2)c1 (stereo unspecified),-14.2,-0.5,2.9,-2.4,5.1,-5.1,3.7,-12.1,0.3,-8.9
COc1ccccc1/C=C/C(=O)NCC(=O)N/N=C/c1cccnc1,0.7,1.7,-5.5,-4.1,-6.9,-12.3,1.7,-5.2,-0.3,/
COc1ccc(CN2C(=O)c3cccc4cccc2c34)cc1F,28.4,0.9,-8.6,-9.8,25.9,2.8,-0.7,0.5,-0.9,-142.5
CC(NC(N)=O)C(=O)OCC(=O)c1ccc(-c2ccccc2)cc1 (stereo unspecified),0.0,1.8,-5.9,-3.7,11.9,4.4,2.3,5.9,i,-4.1

# Compounds shown so far containing a carbonyl joined to an NH by a bond outside any ring (4):
SMILES,Yp Topo-I inh,TcdB inh,Rv3671c protease,MazF activator,DUSP3 inh,PrPC surface inh,SARS 3CLpro inh,CCHFV vOTU inh,Vc quorum ag,SSB-PriA inh
CC(C)C(NC(=O)c1ccc(C(C)(C)C)cc1)C(=O)NCCc1ccccn1 (stereo unspecified),9.1,1.0,-0.7,5.1,13.1,-0.5,3.9,1.1,0.7,-7.8
CC(C)C(=O)Nc1ccc(-c2csc(-c3ccccc3)n2)cc1,0.3,/,-10.7,-6.6,13.2,-4.6,2.4,-13.7,i,-10.2
COc1ccccc1/C=C/C(=O)NCC(=O)N/N=C/c1cccnc1,0.7,1.7,-5.5,-4.1,-6.9,-12.3,1.7,-5.2,-0.3,/
CC(NC(N)=O)C(=O)OCC(=O)c1ccc(-c2ccccc2)cc1 (stereo unspecified),0.0,1.8,-5.9,-3.7,11.9,4.4,2.3,5.9,i,-4.1

# Next section:
SMILES,Yp Topo-I inh,TcdB inh,Rv3671c protease,MazF activator,DUSP3 inh,PrPC surface inh,SARS 3CLpro inh,CCHFV vOTU inh,Vc quorum ag,SSB-PriA inh
CCc1ccc(C2(O)CC(C(F)(F)F)=NN2C(=O)Cc2ccc([N+](=O)[O-])cc2)cc1 (stereo unspecified),27.9,/,-1.5,1.6,-0.2,7.4,-6.5,-8.7,i,5.6
O=C(O)c1cccc(S(=O)(=O)Nc2ccc(N3CCCCC3)cc2)c1,-0.3,-72.2,2.5,-2.4,/,-6.7,/,14.4,i,5.1
Cc1nn(-c2ccccc2)c2c1C(=O)N(c1ccccc1)C(=O)C(C)(C)C2,-0.2,/,1.2,-0.5,10.6,-0.5,-4.3,-0.2,-0.7,-9.3
CCCC(C)c1nc(C(N)=O)c2[nH]c(=O)n(-c3ccc(OC)c(OC)c3)c2n1 (stereo unspecified),4.2,0.3,4.2,3.0,14.2,-3.4,0.4,3.7,-0.4,-7.1
O=c1cc(O)c2sc(Nc3ccc(F)cc3)nc2[nH]1,-13.7,0.6,-47.6,-21.4,-8.5,-6.8,1.4,-6.6,-0.3,3.4
CNC(=O)Nc1nnc(C(C)(C)C)s1,2.3,/,-4.8,0.5,15.2,1.9,-2.2,3.1,-14.3,-0.7
CC(=O)Nc1ccc(NC(=O)CSc2nnnn2-c2ccc(F)cc2)cc1,-5.8,0.0,-3.7,-1.6,/,-0.8,-2.1,5.7,i,-21.9
CCN(CC)CC(=O)Nc1ccc([N+](=O)[O-])cc1,11.8,1.0,-2.3,-4.5,6.0,-19.2,1.4,-3.2,-0.3,0.6
CCOC(=O)c1ccc(S(=O)(=O)NCCNCc2ccccc2)cc1,1.3,0.6,3.4,4.7,/,-6.6,/,28.3,-3.8,-4.3
O=C(NCCNC(=O)Oc1cccc2ccccc12)Oc1cccc2ccccc12,20.5,-0.7,/,6.1,/,2.9,/,14.2,-0.8,-8.0
C=CCCCCCCCCC(=O)Nc1c[nH]c(=O)[nH]c1=O,-9.8,-8.4,2.5,1.5,8.2,0.1,3.4,6.7,1.6,-3.9
O=C(Cn1nc(Cc2cccnc2)c2ccccc2c1=O)Nc1cccnc1Cl,-8.9,0.9,7.5,-0.3,9.8,-6.0,4.6,-0.2,0.1,-8.2
COCCNC(=O)C1(C)CCCN(C(=O)c2ccccc2)C1 (stereo unspecified),7.6,1.0,/,/,/,-5.6,/,-3.1,-1.3,/
CCS(=O)(=O)c1nc(S(=O)(=O)c2ccc(Cl)cc2)c(NCc2ccccn2)s1,7.1,1.6,-1.2,8.5,3.6,4.6,3.2,9.8,i,0.0
CCCc1nc(SCC(=O)NCC2CCCO2)c2c(=O)n(C)c(=O)n(C)c2n1 (stereo unspecified),3.7,2.3,-5.4,0.3,27.6,3.5,-2.6,-5.2,-3.4,-4.1
CCN(CC)C(=O)CSc1nc(O)c(Cc2ccc(OC)cc2)c(=O)[nH]1,0.9,-1.3,2.7,-10.8,26.1,-4.5,1.8,8.1,i,-2.3
O=C(O)CC/C(=N\NC(=O)c1ccncc1)c1ccccc1,5.1,-1.0,7.6,-8.8,-4.5,-2.2,9.1,10.8,-2.1,/
S=C(NNC(=S)Nc1ccc(Cl)cc1)NNc1ccccc1,-8.7,0.1,/,7.4,/,-3.0,/,5.6,i,/
CCOC(=O)c1ccc(Oc2ccc(C(F)(F)F)cn2)cc1,-2.0,0.0,-0.7,0.9,9.3,1.4,-1.8,-5.3,i,-33.3
COc1cccc(NC(=O)N2CCCC2C(=O)NC2CC2)c1 (stereo unspecified),6.4,/,1.4,8.7,15.9,-11.4,-2.0,-3.2,-0.4,-6.8
Nc1nc2nc(-c3ccc(OCc4ccccc4)cc3)cc(C(F)(F)F)n2n1,4.4,/,0.8,58.0*,24.4,-2.2,4.8,-15.4,-0.3,-1.8
CCC1Oc2ccc(C)cc2N(CC(=O)N(Cc2cccnc2)Cc2ccc(C)o2)C1=O (stereo unspecified),6.0,/,8.6,-13.4,4.8,-1.9,2.1,-7.3,-4.2,11.1
CCNC(=O)CC1C(=O)N(c2ccc(C)cc2)C(=O)N1CCOC (stereo unspecified),0.9,-0.2,2.2,-3.5,-23.8,4.1,0.4,-4.2,-0.5,9.2
CCc1ccccc1NC(=O)CSc1ncn[nH]1,-1.1,/,-2.8,5.2,-8.7,2.2,1.2,-9.8,-0.3,-1.8
O=C(COC(=O)c1cc(S(=O)(=O)Nc2ccccc2Cl)ccc1O)Nc1nc2ccccc2s1,-6.2,-1.5,/,-0.6,33.3,4.9,0.8,-2.4,-0.9,0.9
O=C(N/N=C/c1cccs1)c1n[nH]c2c1CCC2,2.3,/,-4.9,-4.2,0.2,4.7,1.0,3.0,-0.2,5.0
CCOc1ccc(CC(=O)Nc2nccs2)cc1,10.0,1.3,-8.3,-12.4,21.9,2.6,-9.7,-4.8,-1.3,-3.6
O=C(CSc1ncn[nH]1)Nc1ccccc1Sc1ccccc1,13.2,/,7.6,5.9,18.6,4.7,-0.7,4.6,i,-9.3
NNc1ccc2nncn2n1,-8.5,-0.1,-0.2,10.3,21.1,0.8,-0.1,-9.1,-0.2,-2.6
COc1ccc(NC2=NC(=S)N(c3ccccc3C)C23CCCCC3)cc1,7.8,/,2.3,-7.3,18.6,9.1,-0.2,22.3,1.9,-9.2
Cc1ccc(S(=O)(=O)NNC(=O)c2cnn(-c3ccccc3)c2-n2cccc2)cc1,18.5,/,-1.0,7.0,-3.2,0.9,3.3,2.5,0.4,-3.5
Oc1[nH]c2ccccc2c1N=Nc1ccccc1,0.2,-1.4,3.7,157.9*,-0.1,5.9,1.3,0.7,i,-4.6
Cc1ccc2nc(SCC(=O)NCc3ccc4c(c3)OCO4)nc(=O)n2c1,-9.5,2.2,4.2,-1.2,/,2.2,/,11.9,i,1.6
COc1ccc(C(C(N)=O)c2ncc(C(F)(F)F)cc2Cl)cc1 (stereo unspecified),-2.9,0.9,-7.5,4.0,15.2,-6.1,1.9,10.2,i,8.5
CNc1oc(-c2ccc(Cl)cc2)nc1P(=O)(c1ccccc1)c1ccccc1,-3.2,/,6.5,8.2,-3.3,5.0,12.8*,22.1,-3.2,-17.1
COc1ccc(C2N=C(c3ccccc3)C(C)(C)N2O)cc1OC (stereo unspecified),-8.2,/,10.5,-0.2,39.6,-8.8,1.5,-4.8,-1.0,-0.5
COc1ccc(C(=O)NCC(=O)O)cc1,6.7,/,-3.7,5.4,10.7,7.8,-0.1,-2.7,2.0,4.5&4.0
O=C(c1cccc2cccc(O)c12)N1CCCCC1,1.2,/,2.4,3.2,0.3,-4.4,-3.1,9.7,-1.9,-12.9
Cc1ccc(S(=O)(=O)Nc2ccc3c(c2)nc(CCN2CCCC2)n3C)cc1,5.9,1.4,-13.1,12.4,15.0,-0.5,6.2,-8.9,i,-8.4
CN1C(=O)N(C)C(=O)C2(Cc3cc(NC(=O)c4ccccc4Cl)ccc3N3CCCC32)C1=O (stereo unspecified),19.5,1.6,-7.2,12.7,10.7,-5.8,2.2,1.2,0.4,0.8
CC1(C)CC(=O)C=C(NCCN2CCNCC2)C1,/,/,-3.7,4.6,32.7,-7.0,-5.9,-3.7,/,3.2
COc1cc(C(=S)N2CCCCC2)ccc1O,6.0,/,-3.1,6.1,/,-5.4,-6.0,-1.6,i,-5.8
Cc1ccc(SCC(=O)OCC(=O)NCCCc2ccccc2)cc1,6.5,0.3,9.7,3.0,/,4.9,/,3.2,i,-4.4
COc1ccc(NC(=O)CSc2nnc(-c3cccnc3)n2Cc2ccco2)c(OC)c1,3.0,/,/,-2.8,13.4,-1.8,0.4,-1.7,-0.7,2.1
COC1=CC(=O)OC12CCCCC2,2.4,/,-0.5,14.3,-10.2,-0.3,1.9,-5.5,-0.2,-23.4
Cc1cc(C)c(NC(=O)NC(=O)c2cccc(F)c2)c(C)n1,-8.3,/,3.5,-3.5,32.6,-4.3,-0.6,3.9,-0.2,-3.6
Cc1cc(C)c2oc(C(=O)NCc3ccccc3)cc(=O)c2c1,4.6,0.7,2.1,7.4,-2.0,7.2,-8.3,4.8,-0.8,3.4
C=C(C)CN1C(=O)c2ccccc2C1=O,4.5,0.2,5.3,3.9,21.8,9.0,-2.3,7.6,i,-1.7
Cc1cc(C)cc(NC(=O)CS(=O)(=O)c2cccc3nsnc23)c1,-5.9,0.7,-1.7,-1.8,23.1,-45.5,1.1,9.8,-0.4,9.7
O=C(CSc1nnc(-c2ccco2)n1CC1CCCO1)c1ccc(F)cc1 (stereo unspecified),11.7,/,-0.5,0.6,3.1,6.4,-0.3,14.3,-1.4,-9.2
COc1ccc(C(C(=O)NC2CCCC2)N(C(=O)c2ccco2)c2ccc3c(c2)OCO3)cc1OC (stereo unspecified),-1.3,/,0.3,-2.6,21.3,2.3,3.0,7.1,2.8,-17.6
O=C(/C=C/c1cc2c(cc1Br)OCO2)NCc1ccc(Cl)cc1,-1.5,/,-0.9,14.3,-7.7,0.8,2.3,4.0,i,-3.2

# These rows are one share of the data. The share of hits here may be higher or lower than overall.
